Assay outcomes: PubChem BioAssay, several laboratories
OX1R antagonist: antagonists of human orexin 1 receptor; O43613; CHO/OX1R cells, Fluo-8 calcium fluorescence, orexin A; inhibition, % at 5 µM; 0.43% of 330,000 active; AID 434989;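 active = inhibition above its plate's threshold, mean inhibition of all tested compounds on the plate plus 3 SD, cut at about 37% in these data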;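 note: 0% = orexin A challenge wells and 100% = SB-334867-A antagonist wells; not every result past the cut was called active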
Target sequence (O43613 whole entry, looked up): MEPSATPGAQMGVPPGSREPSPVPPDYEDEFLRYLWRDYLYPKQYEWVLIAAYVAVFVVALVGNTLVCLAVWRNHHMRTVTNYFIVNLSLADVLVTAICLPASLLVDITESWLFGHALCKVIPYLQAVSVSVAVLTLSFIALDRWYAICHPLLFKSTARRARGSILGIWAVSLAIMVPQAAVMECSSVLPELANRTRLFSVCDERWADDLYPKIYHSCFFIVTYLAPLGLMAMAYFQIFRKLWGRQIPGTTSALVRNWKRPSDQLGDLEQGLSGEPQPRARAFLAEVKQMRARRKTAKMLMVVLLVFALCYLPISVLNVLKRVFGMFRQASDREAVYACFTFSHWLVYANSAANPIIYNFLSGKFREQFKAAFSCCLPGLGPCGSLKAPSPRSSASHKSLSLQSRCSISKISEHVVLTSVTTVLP
CHT allo act: human CHT allosteric activation. Q9GZV3. CHT-expressing cells, membrane potential dye, choline EC20; active compounds read high; LV-AA mutant CHT in HEK293 cells. B-score at 10 µM. 0.49% of 310,000 active. AID 488977;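 active = initial fluorescence not abnormally high and integrated response B-score, plate-corrected, over 3 SD above library mean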
Target sequence (Q9GZV3 whole entry, looked up): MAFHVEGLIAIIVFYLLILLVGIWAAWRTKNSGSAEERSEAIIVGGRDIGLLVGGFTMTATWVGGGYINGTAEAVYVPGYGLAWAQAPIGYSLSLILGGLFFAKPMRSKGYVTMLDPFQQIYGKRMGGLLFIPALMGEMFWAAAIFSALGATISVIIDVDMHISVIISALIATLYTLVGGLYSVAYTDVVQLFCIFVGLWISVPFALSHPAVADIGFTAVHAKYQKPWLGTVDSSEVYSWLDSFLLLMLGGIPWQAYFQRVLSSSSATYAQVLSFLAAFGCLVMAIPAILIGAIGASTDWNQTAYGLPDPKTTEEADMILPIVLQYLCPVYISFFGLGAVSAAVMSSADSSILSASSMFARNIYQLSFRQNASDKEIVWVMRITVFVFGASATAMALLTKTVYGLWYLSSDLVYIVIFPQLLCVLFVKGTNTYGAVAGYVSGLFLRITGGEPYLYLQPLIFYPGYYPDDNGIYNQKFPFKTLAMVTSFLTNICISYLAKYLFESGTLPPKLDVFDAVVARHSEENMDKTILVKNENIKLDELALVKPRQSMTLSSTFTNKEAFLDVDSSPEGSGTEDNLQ
Starred values were filed as active, the others as inactive; i = inactive; . = no result given.

nr	SMILES	OX1R antagonist	CHT allo act
1	CCN(CC)S(=O)(=O)c1ccc(/C=C/C(=O)N(c2ccccn2)C2CCCCC2)cc1	-23	i
2	CCCCCn1c(S(=O)(=O)O)nc2ccccc21	-1	i
3	CCOc1ccccc1NC(=O)Nc1ccsc1C(=O)OC	-24	i
4	Cc1nc2c(-c3ccc(F)cc3)cnn2c(N)c1-c1ccc(F)cc1	-23	i
5	CS(=O)(=O)N(CC(=O)N1CCCC1)c1cccc(Cl)c1	-1	i
6	CCn1c(=O)n(CC)c2cc(S(=O)(=O)N3CCC(c4ccccc4)CC3)ccc21	-1	i
7	Fc1ccccc1COc1ccc(Br)cc1CNCC1CCCO1 (stereo unspecified)	-16	i
8	Cc1ccc(S(=O)(=O)N(CC(O)CN2CCOCC2)c2cc(Cl)ccc2Cl)cc1 (stereo unspecified)	-36	i
9	Cc1cccc(N2C(=O)N3[C@H](c4ccc(Br)cc4)[C@@H]4C(=O)N(C(C)(C)C)C(=O)[C@@H]4[C@]3(Cc3ccc(Cl)cc3)C2=O)c1	-25	i
10	CCc1cc2c(N3CCN(c4nnc(CC)s4)CC3)ncnc2s1	-1	i
11	CCCC1CCC(c2ccc(OCC)cc2)=CC1=O (stereo unspecified)	.	i
12	O=C(Cc1ccccc1)NC1CCN(C(=O)NCc2ccccc2)CC1	-15	i
13	CC(OC(=O)c1cccnc1Cl)C(=O)Nc1ccc2c(c1)OCCO2 (stereo unspecified)	-25	i
14	Cc1csc(NC(=O)C2CCCN2C(=O)Oc2ccccc2)n1 (stereo unspecified)	-18	i
15	CC(=O)N1c2ccc(S(=O)(=O)N3CCCC3C(=O)Nc3cccc(F)c3)cc2CC1C (stereo unspecified)	-18	i
16	CN(Cc1cnn(Cc2ccccc2)c1)C(=O)c1cccc(S(=O)(=O)N2CCOCC2)c1	-10	.
17	COc1ccc(C(=O)Nc2nnc(Cc3cccs3)s2)cc1OC	-10	i
18	COc1ccccc1C(=O)Oc1ccc(C(C)(C)C)cc1	-10	i
19	CC1=Nn2c(nnc2-c2ccccn2)SC1	-6	i
20	O=C(CSc1nnc(CNC(=O)c2ccco2)o1)Nc1ccc(F)cc1	-8	i
21	COc1ccccc1/C=C/C(=O)N1CCN(S(=O)(=O)c2cc(C)ccc2C)CC1	-9	.
22	OC(CN1CCOCC1)Cn1cnc2ccccc21 (stereo unspecified)	0	i
23	Cc1cccc(C(=O)N2CCC(N3CCC(C(=O)N4CCOCC4)CC3)CC2)c1	3	i
24	CC(C)c1ccc(NC(=O)COC(=O)C2CCCCC2)cc1	11	.
25	Cc1nc2nc(SCC(=O)NCCCN3CCCC3)nn2c(C)c1Cc1ccccc1Cl	-4	i

The final five compounds of the part above lead into the next:
nr	SMILES	OX1R antagonist	CHT allo act
21	COc1ccccc1/C=C/C(=O)N1CCN(S(=O)(=O)c2cc(C)ccc2C)CC1	-9	.
22	OC(CN1CCOCC1)Cn1cnc2ccccc21 (stereo unspecified)	0	i
23	Cc1cccc(C(=O)N2CCC(N3CCC(C(=O)N4CCOCC4)CC3)CC2)c1	3	i
24	CC(C)c1ccc(NC(=O)COC(=O)C2CCCCC2)cc1	11	.
25	Cc1nc2nc(SCC(=O)NCCCN3CCCC3)nn2c(C)c1Cc1ccccc1Cl	-4	i
26	O=C(Nc1ccccc1)c1cn(CCBr)cn1	5	i
27	O=C(O)CCCC(=O)Nc1ccccc1Oc1ccccc1	-10	i
28	C#CCOCCOCCOCCNc1nc(N2CCN(C(=O)[C@H](CCCCN)n3cc([C@@H](N)[C@H](C)CC)nn3)CC2)nc(N2CCN(C(=O)[C@H](CCC(=O)O)n3cc([C@@H](N)CCCCN)nn3)CC2)n1	-5	.
29	Cc1cccc(NC(=O)C2C(c3ccccc3)C2(Cl)Cl)c1C (stereo unspecified)	-23	i
30	COC(=O)c1ccc2c(=O)n(CCCCCC(=O)O)c(=S)[nH]c2c1	-16	i
31	Cc1ccsc1/C=N/NC(=O)C1C(=O)NCC1c1ccccc1 (stereo unspecified)	-12	i
32	c1ccc(C2CN3CCSC3=N2)cc1 (stereo unspecified)	-13	i
33	COCCNC(=O)CN1CCC(NC(=O)C(C)(C)C)CC1	5	i
34	COc1cccc(NC(=O)c2ccc(-c3ccccc3[N+](=O)[O-])o2)c1	7	i
35	CC(C)CCNC(=O)c1c(CSc2ccccc2)noc1C(=O)NCc1ccccc1	-26	i
36	CCCCn1c(N)c(N(CCC(C)C)C(=O)c2ccc(C)c(S(=O)(=O)N3CCOCC3)c2)c(=O)[nH]c1=O	-12	i
37	CCc1cccc(C)c1NC(=O)c1cc(=O)[nH]c2ccc(S(=O)(=O)N3CCOCC3)cc12	-14	.
38	Cc1cc(S(=O)(=O)Nc2ccc(C(=O)NCC(c3ccco3)N3CCCCC3)cc2)ccc1F (stereo unspecified)	-34	i
39	CC(=O)c1ccc2c(c1)Nc1ccccc1S2	-7	i
40	Cc1cc(C)nc(SC/C=C/c2ccccc2)n1	-25	i
41	Cc1ccccc1NS(=O)(=O)c1cc2c(cc1C)NC(=O)CO2	-13	i
42	CC(Sc1nnc2ccccn12)C(=O)Nc1ccc2c(c1)OCCO2 (stereo unspecified)	-25	i
43	O=C(CN1C(=O)c2ccccc2C1=O)Nc1ccccc1C(=O)N1CCCC1	-5	i
44	O=C(c1cnc(Cl)c(Cl)c1)N1CCN(S(=O)(=O)c2ccc(F)cc2)CC1	-37	i
45	COc1ccc(Cl)cc1NS(=O)(=O)c1cc(Br)cnc1N	-6	i
46	CCCN(CC(=O)Nc1ccccc1C)C(=O)COc1c(C)cccc1C	12	.
47	COc1ccccc1N1CCN(/N=C/c2cc(Br)ccc2F)CC1	-12	i
48	CCCC(=O)C1=C(O)C(C(=O)OC)C(C)(C)CC1=Nc1ccccc1 (stereo unspecified)	-27	i
49	COc1cc2c(cc1OC)C(C)N(CCN1C(=O)c3ccccc3C1=O)CC2 (stereo unspecified)	-14	i
50	CCC(C(=O)NC1CCCC1)N(C(=O)Cn1nnc(-c2ccc(C)cc2)n1)C1CCCC1 (stereo unspecified)	-24	i

Additional entries follow:
nr	SMILES	OX1R antagonist	CHT allo act
51	C=C[C@@H]1c2c(F)cccc2N(S(=O)(=O)c2ccc(C)cc2)[C@H](c2ccc(OC(C)=O)cc2)C1(C#N)C#N	-22	.
52	CC(CN1CCN(c2ccccc2)CC1)c1ccccc1 (stereo unspecified)	-20	i
53	O=C(N/C(=C/c1ccco1)C(=O)N1CCc2ccccc21)c1ccco1	-5	i
54	Cc1cccc(CCNC(=O)c2oc3c(C)c(C)ccc3c2C)n1	-35	i
55	CCOC(=O)c1c(C)[nH]c(C)c1C(=O)COC(=O)c1cccs1	-3	.
56	Cc1nc(C)c(Cc2ccccc2Cl)c(=O)[nH]1	-6	i
57	Clc1cc2cccnc2c2ncccc12	-5	.
58	COc1ccc(OC)c(-c2csc(N3CCC(c4ccccc4)CC3)n2)c1	-5	i
59	Cc1cccc(C)c1N(CC(=O)N(C)Cc1ccccc1)S(C)(=O)=O	-14	i
60	CC1CC(C)CN(C(=O)c2ccc3c(c2)N(Cc2ccccc2)CCS3)C1 (stereo unspecified)	-30	i
61	Cc1ccc(NC(=O)CN(C)S(=O)(=O)c2cccc3nsnc23)cc1C	-18	i
62	CC1CCc2c(sc(NC(=O)CCC(=O)O)c2C(=O)NC2CC2)C1 (stereo unspecified)	-4	i
63	CN1c2ccccc2N(C)C1c1ccc2c(c1)OCO2	-8	i
64	Cc1cccc(C)c1NC(=O)C(NC(=O)c1ccccn1)c1ccc([N+](=O)[O-])cc1 (stereo unspecified)	-12	i
65	CCOC(=O)C1=c2/c(=C/c3ccncc3)c(N)c(C(=O)OC)n2C(=O)C(c2ccncc2)S1 (stereo unspecified)	-17	i
66	CCOC(=O)C1CCN(C(=O)c2ccc3c(c2)S(=O)(=O)c2ccccc2C3=O)CC1	-42	i
67	Cc1ccc(C(=O)NCCNC(=O)COc2ccccc2Cl)cn1	-3	i
68	O=C(Nc1ccc(C(=O)O)cc1)/C(=C\c1ccccc1)NC(=O)c1ccco1	-14	i
69	COC(=O)c1ccc(NC(=O)C2CCCN2C(=O)OCc2ccccc2)cc1 (stereo unspecified)	-15	i
70	COc1cc2c3nnc(-c4ccc(F)cc4)c-3cn(Cc3cccc(F)c3)c2cc1OC	-17	i
71	CCOC(=O)C1C(=O)CC(C)(O)C(C(=O)OCC)C1c1cccs1 (stereo unspecified)	-26	i
72	CC(C)c1ccc2oc(=O)cc(CN3CCN(Cc4ccccc4)CC3)c2c1	-38	i
73	Cc1ccc(C(=O)NC(C)c2ccccc2)cc1Br (stereo unspecified)	-4	i
74	CCOc1ccc2nc(SCC(=O)Nc3nonc3C)[nH]c2c1	-18	i
75	Cn1c(Cn2c(=O)sc3ccccc32)nnc1SCC(=O)NCc1ccc2c(c1)OCO2	-20	i

(more compounds)
Screens in order – OX1R antagonist	CHT allo act
#76 Fc1ccccc1CN1CCCCCCC1
 : 0	i
#77 O=C(c1ccc(NC(=O)C2(c3ccccc3)CCCC2)cc1)N1CCOCC1
 : -16	i
#78 CC(C)CC(N=C1NC(C)(C)Cc2ccccc21)C(=O)O (stereo unspecified)
 : -13	i
#79 OC(COc1cccc(OCC(O)CN2CCCC2)c1)CN1CCCC1 (stereo unspecified)
 : 8	i
#80 Cc1ccc(NC(=S)NCCN2CCOCC2)cc1
 : -31	i
#81 CCOc1ccc(S(=O)(=O)N2CCC(C(=O)N3CCN(c4ccccc4F)CC3)CC2)cc1C
 : -30	i
#82 CCOC(=O)/C(=N\NC(=O)c1ccccc1)c1ccccc1
 : -21	i
#83 CC(C)N(CCc1ccncc1)C(=O)Nc1ccc(F)cc1
 : -2	i
#84 O=C(COCC(=O)N/N=C/c1ccccc1F)N/N=C/c1ccccc1F
 : -23	i
#85 Cn1c(Cn2c(=O)sc3ccccc32)nnc1SCc1cccc(F)c1
 : -15	i

An excerpt from above in order of molecular weight, largest number first:
Screens in order – OX1R antagonist	CHT allo act
#81 CCOc1ccc(S(=O)(=O)N2CCC(C(=O)N3CCN(c4ccccc4F)CC3)CC2)cc1C
 : -30	i
#79 OC(COc1cccc(OCC(O)CN2CCCC2)c1)CN1CCCC1 (stereo unspecified)
 : 8	i
#80 Cc1ccc(NC(=S)NCCN2CCOCC2)cc1
 : -31	i

Continuation:
Screens in order – OX1R antagonist	CHT allo act
#86 O=C(NC1CCCCC1)c1cccnc1Sc1ccccc1Cl
 : -22	i
#87 CN(C(=O)CSc1nncn1-c1ccccc1)c1ccccc1
 : -23	i
#88 COC(=O)c1c(CSc2ccc(Cl)cc2)noc1C(=O)NCc1ccco1
 : -16	i
#89 COC(=O)c1c(C)oc(C)c1S(=O)(=O)NCC1CC1
 : -19	i
#90 c1cncc(-c2noc(-c3ccco3)n2)c1
 : 9	i
#91 CCCOC(=O)c1ccc(S(N)(=O)=O)o1
 : -12	i
#92 COCCn1c(SCc2nnc(-c3ccc(OC)c(OC)c3)o2)nnc1-c1ccncc1
 : -10	i
#93 CCOc1cc(CN2CCN(c3cccc(C(F)(F)F)c3)CC2)ccc1OC
 : -36	i
#94 O=C(Nc1nncs1)C12CC3CC(CC(Cl)(C3)C1)C2
 : .	i
#95 CC(=O)c1ccc(N2CCN(C(C)C(=O)Nc3ccc4c(c3)OCCO4)CC2)cc1 (stereo unspecified)
 : -25	.

Continuation:
Screens in order – OX1R antagonist	CHT allo act
#96 O=C(CC1(c2ccc(Cl)cc2)C2CC3CC(C2)CC1C3)NCCO (stereo unspecified)
 : -2	i
#97 CCc1ccc(C(=O)NC2CCCCC2)s1
 : -30	i
#98 Cc1ccsc1C(=O)OCC(=O)N1CCc2ccccc2C1
 : -7	i
#99 COc1cc(C(=O)OC2CCN(C)CC2)cc(OC)c1OC
 : -24	i
#100 COc1ccc(NC(=O)CCNC(=O)Cn2cnc3ccccc3c2=O)cc1OC
 : -21	i
#101 Oc1ccccc1N1CCN(c2ccc3ccccc3n2)CC1
 : -17	i
#102 COc1ccc(Cc2n[nH]c(=S)n2NC(=O)Nc2ccc(C)cc2)cc1
 : -13	i
#103 COc1cccc(-c2cc(C(=O)Nc3ccc([N+](=O)[O-])cn3)c3ccccc3n2)c1
 : -24	i
#104 Cc1sc2ncn(CC(=O)NCCc3ccccc3)c(=O)c2c1C
 : -17	i
#105 Cn1c2ccccc2c2cc(C(=O)OCC(=O)N3CC(=O)Nc4ccccc43)sc21
 : 10	i

Following part:
Screens in order – OX1R antagonist	CHT allo act
#106 COc1cc(C(=O)OCC(=O)N(C)Cc2ccccc2)cc(OC)c1OC
 : -29	i
#107 Cc1nc2[nH]c(=O)c3c(n2n1)NC1=C(C(=O)CC(C)(C)C1)C3c1ccccc1 (stereo unspecified)
 : 2	i
#108 CCOc1ccc(Nc2ccc3nonc3c2[N+](=O)[O-])cc1
 : -35	i
#109 Cc1sc2ncn(CC(=O)N3CCC(C(N)=O)CC3)c(=O)c2c1S(=O)(=O)N1CC(C)CC(C)C1 (stereo unspecified)
 : 6	i
#110 CC(C)(C)OC(=O)NCc1ccc(CNC(=O)c2[nH]cnc2C(=O)N[C@@H](Cc2ccccc2)C(=O)OCc2ccccc2)cc1
 : -10	i
#111 CCOc1ccc(NC(=O)CCNC(=O)C2CCN(S(=O)(=O)c3ccccc3)CC2)cc1
 : -30	i
#112 O=C(CN1CCCCC1)N1CCN(S(=O)(=O)c2ccccc2)C1
 : 4	i
#113 CCCc1nc2ccccc2c(C(=O)OCC(=O)N2CCc3ccccc32)c1CC
 : -20	i
#114 C=C(C)CSc1nc2ccccc2c(=O)n1-c1c(C)n(C)n(-c2ccccc2)c1=O
 : -11	i
#115 CC(=O)Nc1ccc(N/C=C/C(=O)c2ccco2)cc1
 : -19	i

(cont.)
Screens in order – OX1R antagonist	CHT allo act
#116 C/C(Cl)=C\Cn1c(N2CCCCCC2)nc2c1c(=O)n(C)c(=O)n2C
 : -10	i
#117 CCCc1ccc2oc(C(=O)N3CCC(O)CC3)c(C)c2c1
 : -2	i
#118 CCN(CCCNC(=O)CC(C(=O)N1CCc2ccccc21)n1ccnc1)c1ccccc1 (stereo unspecified)
 : -55	i
#119 C/C(CCc1ccccc1)=N\NC(=O)c1ccc(CN2CCOCC2)cc1
 : -18	i
